GALK inh: galactokinase (human) inhibition. 270,000 tested, 0.007% active. Purified GALK, Kinase-Glo residual ATP luminescence. Potency, µM (doses to about 57.5 µM), inactives show top-dose activity change, negative = inhibition, actives largely listed as inhibitors. P51570; note: potency is the fitted concentration of half-maximal effect; % is set by controls: 0 for no effect and ±100 for the full control effect
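Kinase-Glo Plus luminescence measured ATP left after a 1 h room-temperature reaction. The reaction used 5 nM GALK, 100 uM galactose and 35 uM ATP at pH 8.0 (20 mM HEPES, 5 mM MgCl2, 60 mM NaCl, 1 mM DTT, 0.01% BSA).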
PKM2 activator: PKM2 (human) enzyme activation. P14618. purified PKM2, Kinase-Glo ATP luminescence, activation; response scale: 0% is enzyme alone, no compound. Potency, µM (doses to about 57.5 µM), for the others: top-dose activation, usual class: activators. 260,000 tested, 0.34% active; note: potency is the fitted concentration of half-maximal effect; % is set by controls: 0 for no effect and ±100 for the full control effect; nearly all actives have a fitted effect of over 55% in size
Target sequence (P14618 whole entry, looked up): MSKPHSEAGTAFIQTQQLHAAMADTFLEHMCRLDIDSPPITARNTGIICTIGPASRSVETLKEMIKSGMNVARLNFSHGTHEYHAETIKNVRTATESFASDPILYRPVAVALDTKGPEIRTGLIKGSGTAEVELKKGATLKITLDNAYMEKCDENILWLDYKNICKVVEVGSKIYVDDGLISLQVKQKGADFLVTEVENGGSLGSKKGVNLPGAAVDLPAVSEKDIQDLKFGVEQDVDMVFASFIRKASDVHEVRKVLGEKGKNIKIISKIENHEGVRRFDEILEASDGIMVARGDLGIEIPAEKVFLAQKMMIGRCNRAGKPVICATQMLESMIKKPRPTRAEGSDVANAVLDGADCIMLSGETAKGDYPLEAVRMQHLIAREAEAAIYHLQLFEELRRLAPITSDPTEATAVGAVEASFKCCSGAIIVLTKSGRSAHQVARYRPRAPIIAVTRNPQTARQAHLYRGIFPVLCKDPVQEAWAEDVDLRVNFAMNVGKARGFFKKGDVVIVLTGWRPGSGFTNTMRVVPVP
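Kinase-Glo luminescence reports ATP generated from ADP (0.1 mM) and PEP (0.5 mM) by purified hPK-M2 after 1 h at room temperature, pH 7.2 imidazole buffer; intermediate enzyme activity allows detecting inhibitors and activators.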
Tb PFK inh: T. brucei PFK enzyme inhibition. Potency, µM (titrated, usually from 57.5 µM), for the others: at the highest dose activity, negative = inhibition, most hits filed as inhibitors. T. brucei PFK, ADP-Glo luminescence. AID 485367. 330,000 tested, 0.17% active;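 note: potency is the fitted concentration of half-maximal effect; 0% = uninhibited 1x PFK enzyme wells and -100% = no-enzyme wells; nearly all actives have a fitted effect of over 60% in size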
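1.25 nM PFK with 0.5 mM F6P and 0.1 mM ATP in 0.1 M TEA pH 8.0, 5 mM MgCl2, incubated 45 min at room temperature; ADP measured by ADP-Glo luminescence; compounds titrated up to 57 uM.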
FBPA coupling cs: coupling enzyme interference in Giardia aldolase counter-screen. coupling enzyme system counterscreen, AmpLite Red fluorescence. activity change, negative = inhibition, % at 58.2 µM, hits read low. 290,000 tested, 0.67% active. AID 2472; in the data active = activity change below about -30%; note: % is set by controls: 0 for no effect and ±100 for the full control effect
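Coupling enzymes only (glyceraldehyde-3-phosphate) + compound, at 57.5 uM final, 10 min RT; add substrate/coupling/AmpLite Red mix, 20 min RT; fluorescence ex 525/em 598 nm. Actives flag coupling-system interference.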
B2AR arrestin: recruits beta-arrestin to the human beta2-adrenergic receptor. Potency, µM (doses to about 46.1 µM), for inactives: at the highest dose activation, hits mostly activators. beta-arrestin recruitment to beta2AR, cell-based reporter. AID 492947. P07550. 330,000 tested, 0.02% active;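 note: potency is the fitted concentration of half-maximal effect; 0% = DMSO controls and full agonism = EC100 isoproterenol or metaproterenol; nearly all actives have a fitted effect of over 65% in size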
ASM inhibitor: blocks human secretory acid sphingomyelinase. P17405. placental ASM, HMU-PC fluorogenic substrate, 60 min. Potency, µM (titrated, usually from 57.5 µM), for the others: at the top dose activity change, negative = inhibition, actives largely listed as inhibitors. 340,000 tested, 0.006% active. AID 504937; note: potency is the fitted concentration of half-maximal effect
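Human placenta-derived ASM preincubated with compound 10 min at room temperature, then reacted with 9 uM (final) fluorogenic HMU-PC substrate for 60 min at 37 C. Stop solution raises pH to 10; fluorescence read at Ex 386/Em 447 nm.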
a7 integrin act: integrin-mediated muscular dystrophy alleviation activation; alpha7betagal myoblasts, beta-gal FDG fluorescence, 48 h; Potency, µM (doses to about 38.3 µM), for the others: top-dose activation, hits mostly activators; 350,000 tested, 0.064% active; AID 624291;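 note: potency is the fitted concentration of half-maximal effect; 100% = response of the positive control SU9516; nearly all actives have a fitted effect of over 60% in size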
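alpha7betagal+/- myoblasts (passage 13, 250/well) treated 48 h at 37C with compounds at 1:260 dilution of DMSO stock. Lysed, then beta-galactosidase activity read as FDG fluorescence (ex 480/em 540) after 30 min, with pre-read for autofluorescence.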
BCR signal inh: blocks chronic active B-cell receptor signaling; ABC-DLBCL IkBa-CBG/CBR reporter, luminescence ratio, 4 h; Potency, µM (doses to about 46.1 µM), for the others: at the top dose ratio change, negative = lower green/red ratio, usual class: inhibitors; 340,000 tested, 0.05% active; active = well fitted inhibition curve with a large enough effect in the signal ratio, with a control signal flat, not every such curve was filed as active; inconclusive = small, poorly fitted or top-dose-only effect, or effect the other way, or a change in a side signal; the % refers to the signal ratio;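 note: potency is the fitted concentration of half-maximal effect; plate controls were basal doxycycline-induced cells for no effect and cells given 10 µM MG132 for full effect; MG132 reads +100%, hits lower the ratio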
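Concentration-response series (up to 46 uM) were applied to TMD8 dual-reporter cells for 4 h at 37C with doxycycline. Green/red ratio, after filter-overlap correction, defined %Activity; red signal alone was normalised to basal cells and zero luminescence.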
Menin MLL FP TR: inhibitors of human menin-MLL interaction, mutant MLL peptide; AID 1768; O00255; 270,000 tested, 0.23% active; Potency, µM (top dose mostly 61.6 µM), for the others: at the top dose FP activity change, negative = inhibition, most hits filed as inhibitors; Menin + Texas Red MLL mutant peptide, fluorescence polarization; active = well fitted inhibition curve with a large enough effect in the polarisation, with a control signal flat, not every such curve was filed as active; inconclusive = small, poorly fitted or top-dose-only effect, or effect the other way, or a change in a side signal; inactive = no such curve, though single readings can be large or run the other way; the % refers to the polarisation; note: potency is the fitted concentration of half-maximal effect; % of control where 0% means no effect; many of its hits are not listed in these tables
Target sequence (O00255 whole entry, looked up): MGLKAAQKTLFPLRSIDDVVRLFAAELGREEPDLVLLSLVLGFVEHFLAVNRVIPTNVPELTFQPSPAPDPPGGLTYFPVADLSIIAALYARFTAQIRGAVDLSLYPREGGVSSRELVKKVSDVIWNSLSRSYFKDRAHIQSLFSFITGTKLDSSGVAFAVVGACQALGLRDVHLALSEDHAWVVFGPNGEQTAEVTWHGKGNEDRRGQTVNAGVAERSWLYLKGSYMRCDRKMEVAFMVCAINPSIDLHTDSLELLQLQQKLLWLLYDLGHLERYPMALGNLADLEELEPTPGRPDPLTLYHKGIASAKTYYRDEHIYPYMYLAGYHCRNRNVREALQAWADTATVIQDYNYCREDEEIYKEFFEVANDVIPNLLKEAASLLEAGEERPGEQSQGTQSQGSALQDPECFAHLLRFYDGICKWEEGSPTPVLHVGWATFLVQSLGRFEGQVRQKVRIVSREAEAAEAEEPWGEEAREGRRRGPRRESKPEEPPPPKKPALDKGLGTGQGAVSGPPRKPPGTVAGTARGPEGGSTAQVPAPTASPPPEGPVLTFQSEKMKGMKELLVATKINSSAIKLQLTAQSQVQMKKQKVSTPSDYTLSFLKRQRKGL
Giardia kill: kills Giardia lamblia; Giardia lamblia trophozoite viability; activity change, % at 7.66 µM, hits read low; 340,000 tested, 0.15% active; in the data active = activity change below about -80%; inconclusive = between about -30% and that limit;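 note: parasites exposed to compound for two days anaerobically before the ATP read; % is set by controls: 0 for no effect and ±100 for the full control effect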
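ATP-content bioluminescence gauges trophozoite survival. Cells (100/well) receive compound and incubate anaerobically for 48 hrs at 37 deg C; detection reagent follows for 15-30 min at room temperature.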
TSG101-PTAP inh: blocks PTAP/TSG101 interaction to inhibit HIV-1 budding | 340,000 tested, under 10 active | Q99816 | Fluorescence polarization, FITC-PTAP peptide / Tsg101 binding | Potency, µM (titrated, usually from 115 µM), without a hit: top-dose activity change, negative = inhibition, most hits filed as inhibitors; active = well fitted inhibition curve with a large enough effect in the main read-out, with a control signal flat, not every such curve was filed as active; inconclusive = small, poorly fitted or top-dose-only effect, or effect the other way, or a change in a side signal; inactive = no such curve, though single readings can be large or run the other way; note: potency is the fitted concentration of half-maximal effect; % of control where 0% means no effect
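Fluorescence polarization binding of Tsg101 binding domain (10 uM final) to FITC-labeled PTAP peptide (50 nM final) in HEPES pH 7.5 buffer with NaCl, Tween 20, EDTA, TCEP. Compounds added before peptide; binding 20 min at RT.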
* hit, by the source's call; ? = inconclusive; . = not tested or not shown; [ ] = dose if it differs, or a comment. Unless noted, calls come from the whole dose curve; as a rule, active = well fitted curve in the direction sought with a large enough effect; inconclusive = small, poorly fitted or top-dose-only effect, or another doubt; inactive = no such curve, though single readings can be large; an effect the other way counts as inactive or inconclusive. Some of the compounds tested (hit frequency here may not be typical).

SMILES	GALK inh	PKM2 activator	Tb PFK inh	FBPA coupling cs	B2AR arrestin	ASM inhibitor	a7 integrin act	BCR signal inh	Menin MLL FP TR	Giardia kill	TSG101-PTAP inh
CCOC(=O)N1CCN(C(=O)CSc2nnc(-c3cccc(Cl)c3)o2)CC1	1.7%	2.2%	0.6%	1.1	0.1%	-4.3%	12.0%	2.6%	-5.4%	-12.0	-0.9%
CCc1ccccc1N=C1S/C(=C/c2ccccc2OCC(=O)N2CCOCC2)C(=O)N1C	-0.8%	1.8%	1.1%	0.0	-0.2%	-15.5%	8.6%	?	?	12.4	3.1%
COc1ccc(C(=O)NC2CC(C)(C)NC(C)(C)C2)cc1OC	1.8%	1.6%	0.1%	1.0	-0.8%	6.6%	13.2%	-4.2%	7.0%	36.3[activator]	0.0%
CCOC(=O)c1c(NC(=O)CSc2nc3ccccc3s2)sc(C)c1C	0.2%	-4.6%	-0.9%	0.9	-1.1%	?	5.9%	-0.7%	9.1%	16.2	-2.8%
O=C(Cn1c(=O)[nH]n(-c2ccccc2)c1=O)N1CCCc2ccccc21	0.1%	2.5%	-7.8%	5.5	0.1%	3.3%	-5.8%	-0.7%	-1.0%	-6.5	-0.4%
O=C(NCCc1ccc(C(F)(F)F)cc1)C1CC(=O)N(c2ccc3c(c2)OCCO3)C1 (stereo unspecified)	.	.	-8.8%	.	-0.1%	-1.1%	21.8%	-5.5%	.	34.5[activator]	-8.1%
O=C(NC(=S)Nc1ccc(NC(=O)c2cccs2)cc1)c1ccco1	-3.8%	22.4%	-4.5%	0.0	-0.1%	-6.8%	-16.0%	?	?	0.4	-1.0%
Cc1ccc(S(=O)(=O)N(C)CCCC(=O)NC(C)(C)CO)cc1	-0.3%	-0.7%	0.1%	-1.1	-1.0%	0.4%	12.3%	3.4%	-4.3%	-14.6	-4.1%
C=CCOC(=O)C1=C[C@@H](c2ccccc2)[C@H](CCCO)[C@@H](OCC)O1	-2.6%	5.8%	-0.4%	7.6	-0.5%	3.3%	-20.5%	2.6%	-27.0%	-8.4	-5.1%
CCc1c(O)nc(SCC(=O)Nc2cc(C)on2)n(-c2ccccc2)c1=O	3.4%	-3.1%	1.5%	.	-1.3%	-0.7%	-18.3%	5.0%	.	-12.0	-2.4%
Brc1c(C[n+]2ccccc2)nc2ccccn12	0.8%	6.9%	-1.2%	0.7	-0.1%	-1.0%	3.9%	1.3%	.	4.7	-5.0%
COc1ccc(C(CNCC(=O)Nc2ccccc2F)N(C)C)cc1 (stereo unspecified)	4.7%	.	-4.6%	3.7	0.3%	1.1%	-21.7%	-0.5%	?	24.4	-9.2%
COc1ccccc1CC(=O)Nc1ccc(-c2noc(COc3ccc(Br)cc3)n2)cc1	0.8%	6.1%	3.7%	-0.5	-0.3%	-1.7%	-13.4%	?	.	4.4	-4.1%
Cc1ccc(C(=O)C(=O)c2ccc(C)c(N)c2)cc1N	-2.9%	15.1%	-0.6%	4.6	0.3%	-5.4%	0.6%	-0.3%	.	2.9	-1.9%
Cc1cc(-c2onc3ccc(Cl)cc23)ccc1O	3.4%	8.3%	0.8%	2.5	-0.7%	18.0%	-1.0%	-3.6%	?	-21.4	-4.6%
O=C(NC(c1ccccc1)c1ccccc1)C1(c2cccs2)CCOCC1	1.5%	4.7%	-3.9%	6.1	-0.1%	0.3%	-5.5%	-3.2%	-13.9%	-16.2	0.6%
O=C(COC(=O)c1ccccc1O)Nc1ccc(OC(F)F)cc1	-0.4%	-3.4%	-2.1%	-1.8	-0.2%	0.1%	?	?	-13.7%	-16.3	1.0%
C=CCOCCN(C)C1=NS(=O)(=O)c2ccccc21	5.6%	6.3%	-8.0%	2.9	-0.5%	6.6%	-1.9%	-2.7%	-3.2%	-12.1	-5.9%
Cc1ccc(NC(=O)CN(C)C(=O)CN2C(=O)NC(C)(c3ccccc3)C2=O)cc1 (stereo unspecified)	-0.4%	1.9%	10.9%	3.9	-0.1%	-3.0%	9.3%	4.8%	0.8%	5.5	-10.2%
CCOC(=O)CCNC(=O)c1ccccc1Br	-1.1%	-0.8%	-5.3%	-0.3	-0.7%	-0.5%	1.6%	-0.6%	-8.0%	-11.7	-4.1%
COc1cc(-c2nnco2)cc(OC)c1OC	11.7%	3.2%	-1.5%	-1.4	-0.1%	1.0%	12.2%	-7.1%	-9.5%	-0.6	-3.1%
COC(=O)Cc1c(C)nc2nc(-c3ccccc3)[nH]n2c1=O	0.5%	-10.1%	8.0%	0.0	0.4%	0.8%	-8.8%	?	-8.3%	-5.9	-3.6%
O=S(=O)(Cc1ccccc1Cl)CC(O)COc1ccccc1Cl (stereo unspecified)	-0.4%	0.1%	0.5%	-0.8	-0.1%	-2.4%	8.2%	-2.2%	-4.6%	-3.7	-3.8%
CCc1c(C(=O)Nc2ccc(C)c(C)c2)[nH]c(C)c1C(C)=O	.	.	-3.3%	0.2	-0.7%	-1.3%	33.4%	?	11.3%	7.5	-4.4%
CC(=O)c1nn(-c2ccc(Br)cc2)cc1C(=O)c1ccco1	-1.4%	0.7%	2.9%	4.6	-0.6%	1.1%	15.5%	16.6%	9.1%	3.2	-0.1%
CSc1nnc(NC(=O)C2CCCCC2)s1	0.3%	1.2%	1.7%	1.9	0.4%	0.1%	-0.7%	9.2%	-7.1%	15.1	-4.2%
CC(OC(=O)c1ccc(S(=O)(=O)NCc2ccco2)cc1)C(=O)Nc1ccc(Cl)cn1 (stereo unspecified)	0.6%	4.3%	-26.6%	0.4	0.2%	-5.1%	-10.9%	-12.2%	21.2%	-2.1	-0.2%
Cn1nc(CC(=O)Nc2ccc3c(c2)CCC3)c2ccccc2c1=O	2.1%	-1.0%	2.1%	3.4	-0.3%	-3.2%	-47.9%[inhibitor]	-13.1%	-0.5%	-7.4	-10.8%
O=c1ccc(-c2ccc(S(=O)(=O)Nc3ccccc3Cl)o2)n[nH]1	-5.3%	.	1.5%	-0.3	-0.3%	-0.8%	22.8%	3.1%	-12.3%	-2.5	-2.0%
CCN(Cc1ccccc1)C(=O)CN1C(=O)COc2ccc(S(=O)(=O)N3CCCCCC3)cc21	-1.9%	.	1.7%	4.4	-0.6%	-2.1%	-7.2%	10.3%	-14.9%	15.5	-1.8%
CC(C)C[C@H](NC(=O)c1[nH]cnc1C(=O)N[C@@H](C)c1ccccc1)C(=O)OC(C)(C)C	1.0%	-0.7%	-4.1%	-16.9	-0.1%	-5.2%	-34.5%	?	?	2.8	-4.2%
O=C(N/N=C/c1cccs1)c1ccc2ccccc2c1	-8.2%	-4.6%	1.3%	2.1	0.4%	.	2.9%	?	7.6%	-0.8	-0.2%
Cc1ccc(N(CN2C(=O)c3ccccc3C2=O)C(=O)c2ccc([N+](=O)[O-])cc2[N+](=O)[O-])cc1	.	-1.2%	-2.7%	-5.5	-0.1%	-14.8%	-2.0%	0.9%	-4.8%	-17.6	-2.6%
COc1ccc(/C(N)=N/OC(=O)c2cccc([N+](=O)[O-])c2C)cc1	5.3%	-3.3%	-0.7%	1.8	0.1%	-3.3%	0.0%	6.2%	9.6%	-11.2	0.7%
CCOC(=O)c1sc2nccc(N(C)C)c2c1N=CNOCc1ccccc1	-1.1%	-1.0%	0.4%	-1.6	0.4%	.	8.2%	10.1%	1.2%	-8.6	-2.8%
O=C(CCCOc1ccc(Cl)cc1)Nc1cccc(C(=O)O)c1	-0.6%	3.2%	-6.1%	1.5	0.2%	3.7%	28.9%	?	-18.7%	5.2	-5.6%
CSc1cccc(CNC(=O)C2CCC(=O)N(CCCN3CCCC3=O)C2)c1 (stereo unspecified)	-2.4%	-1.6%	1.8%	.	0.1%	0.2%	0.0%	-3.8%	.	5.2	-2.5%
CN(C)S(=O)(=O)c1ccc(Cl)c(C(=O)NNC(=O)Cn2ccc(C(F)(F)F)n2)c1	.	.	5.6%	.	-0.6%	2.4%	20.6%	4.5%	.	0.2	-8.5%
COc1cccc(CNC(=O)c2ccc(NC(=O)CC3SC(N4CCCC4)=NC3=O)cc2)c1 (stereo unspecified)	.	.	-5.7%	.	0.2%	0.4%	-15.5%	-8.0%	.	-7.1	-1.6%
Cc1ccc(NC(=O)CN2C(=O)COc3ccc(S(=O)(=O)N4CCOCC4)cc32)cc1F	7.7%	.	-1.8%	-4.3	-0.2%	-0.4%	13.3%	1.1%	18.1%	25.7	1.8%
CC[C@H](C)NC(=O)CCCCCn1c(=S)[nH]c2c([nH]c3ccc(OC)cc32)c1=O	-2.0%	-0.1%	-6.5%	4.1	0.0%	4.4%	36.6%	-3.8%	18.0%	0.4	-2.1%
